Assay outcomes deposited in PubChem BioAssay by several laboratories.
p-CIP stab down = p/CIP protein destabilization. decrease of EGFP signal, % at 10 µM. actives 0.01% (n = 290,000). F442A p/CIP-EGFP cells, EGFP fluorescence, 16 h. Q05BA5;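 active = EGFP signal decrease of at least 30% at 10 µM or well 3 SD below plate mean, unless failing retest; inactive = the rest, including hits failing retest or dose response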; also: some compounds called inactive have numbers as strong as hits; many of its hits are not listed in these tables
CRFR2-BP ag = agonists of human CRF-binding protein/CRF-R2 receptor complex. HEK293 CRF-R2/CRF-BP, calcium dye fluorescence (FLIPR); percent of saturating CRF peptide response. activation, % at 13.2 µM. actives 0.46% (n = 350,000);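 active = activation of at least 50%, plus an integration ratio under a set limit after plate pattern correction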;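 also: plate controls were neutral control wells without compound for no effect and CRF at EC100 for full effect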
IDE cell inh = cellular human IDE inhibition; P14735; HEK cells, FAbetaB cleavage, fluorescence polarization; inhibition, % at 5.59 µM; actives 0.41% (n = 320,000);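 active = percent inhibition above the average of all tested compounds plus 3 SD, set per screening campaign, cut at about 16% in these data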;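 also: IDE supplied by intact live HEK cells; FP after avidin binding of uncleaved biotin substrate so inhibition keeps polarization high; 0% = DMSO wells and 100% = 60 µM reference IDE inhibitor Ii1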
Target sequence (P14735 whole entry, looked up): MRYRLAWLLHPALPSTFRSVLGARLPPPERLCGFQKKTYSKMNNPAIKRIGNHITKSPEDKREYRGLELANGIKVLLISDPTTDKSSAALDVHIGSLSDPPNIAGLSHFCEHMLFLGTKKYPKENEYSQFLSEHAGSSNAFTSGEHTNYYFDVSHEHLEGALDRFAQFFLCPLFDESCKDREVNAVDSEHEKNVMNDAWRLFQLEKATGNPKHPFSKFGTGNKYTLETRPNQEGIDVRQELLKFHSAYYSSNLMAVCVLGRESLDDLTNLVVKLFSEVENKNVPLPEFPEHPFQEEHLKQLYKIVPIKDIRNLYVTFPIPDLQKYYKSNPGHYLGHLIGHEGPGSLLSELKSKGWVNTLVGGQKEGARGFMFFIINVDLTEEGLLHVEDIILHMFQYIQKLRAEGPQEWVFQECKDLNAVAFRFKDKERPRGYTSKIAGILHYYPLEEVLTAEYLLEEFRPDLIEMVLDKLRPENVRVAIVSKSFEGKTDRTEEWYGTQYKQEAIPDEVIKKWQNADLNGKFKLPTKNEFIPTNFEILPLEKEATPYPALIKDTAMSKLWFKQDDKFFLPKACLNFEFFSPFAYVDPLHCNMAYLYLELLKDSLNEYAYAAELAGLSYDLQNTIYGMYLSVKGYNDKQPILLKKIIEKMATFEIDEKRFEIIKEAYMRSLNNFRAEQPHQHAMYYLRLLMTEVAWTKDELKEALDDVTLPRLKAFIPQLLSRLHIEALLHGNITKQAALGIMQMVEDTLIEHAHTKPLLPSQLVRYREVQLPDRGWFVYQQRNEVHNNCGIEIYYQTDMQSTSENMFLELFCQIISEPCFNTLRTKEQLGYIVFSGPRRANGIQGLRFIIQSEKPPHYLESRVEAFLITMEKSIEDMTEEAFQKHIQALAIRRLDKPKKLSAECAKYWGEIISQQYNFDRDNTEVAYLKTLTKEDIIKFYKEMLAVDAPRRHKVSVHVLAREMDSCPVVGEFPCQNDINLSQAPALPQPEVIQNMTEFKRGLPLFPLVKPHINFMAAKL
M4 PAM = potentiates acetylcholine response at human M4 receptor; activation, % at 3 µM; AID 624126; actives 0.4% (n = 360,000); CHO-K1 hM4/Gqi5, Fluo-8 calcium fluorescence, ACh EC20; 0% = ACh EC20, 100% = maximal ACh;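 active = activation above its plate's cutoff, the mean activation of sample wells plus 3 SD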; also: some results filed as inactive read as strong as hits
PHOSPHO1 block = blocks human PHOSPHO1 phosphatase activity | Q8TCT1 | recombinant PHOSPHO1, absorbance phosphatase assay | inhibition, % at 13.3 µM | actives 1.1% (n = 290,000) | AID 1565; in the data active = inhibition above about 60%
CRFBP-R2 block = antagonists of CRF-binding protein/CRF-R2 receptor complex; actives 0.59% (n = 350,000); HEK293 CRF-R2/CRF-BP, CRF-induced calcium fluorescence; inhibition, % at 11.8 µM; AID 588475;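 active = inhibition of the ligand-induced calcium signal above about 50% at the single tested concentration, limit read from the data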
GalR3 antag = human GalR3 antagonism; AID 651719; HEK293 GalR3-CNG cAMP membrane potential fluorescence; galR3 body fused to GalR1 C-terminus; actives 0.44% (n = 360,000); O60755; inhibition, % at 3 µM;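 active = inhibition above the screen-wide average plus 3 SD, cut at about 13% in these data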;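 also: forskolin and galanin both at EC90 stimulate the cells; cAMP rise reported by CNG channel membrane potential dye signal; 0% = forskolin plus galanin with DMSO and 100% = forskolin alone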
MEKK3 PB1 HTS = raises or lowers MEK5 binding to the human MEKK3 PB1 domain. bead-based flow cytometry, Alexa488-MEK5 binding to MEKK3; actives lie on both sides; 0 = blocked by unlabeled MEK5, 100 = vehicle. Q99759. actives 1.4% (n = 290,000). AID 1529. binding response (% of control), % at 10 µM;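 active = binding response more than 3 SD above or below the average of its plate-row segment, actives on both sides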;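 also: Alexa488 bead fluorescence after subtracting the streptavidin-only scavenger bead signal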
IDE act = IDE (human) activation, cell-based | HEK cells, FAbeta-B cleavage, fluorescence polarization; 0% vehicle, 100% cell-free pure enzyme wells | activation, % at 5.96 µM | actives 0.073% (n = 340,000) | AID 493087;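 active = activation above the mean of all tested compounds plus 3 SD, set per screening campaign, cut at about 17% in these data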
Active calls of the source: *.

What do the screens show for `CCCCOC(=O)c1ccc(NC(=O)c2ocnc2C)cc1`?
p-CIP stab down: -8; CRFR2-BP ag: -0.6; IDE cell inh: -2; M4 PAM: -11; PHOSPHO1 block: 11; CRFBP-R2 block: -38; MEKK3 PB1 HTS: 100; IDE act: -2

Results for COc1ccc2oc(C(=O)OCC(=O)N(C)Cc3ccccc3)c(C)c2c1 ?
CRFR2-BP ag: 1.6; IDE cell inh: -7; M4 PAM: 4; CRFBP-R2 block: 0; GalR3 antag: -3; IDE act: -4

Results for Cc1ccc(NC(=O)c2ccc3nsnc3c2)c(C)c1 ?
p-CIP stab down: -3; CRFR2-BP ag: -1.4; IDE cell inh: -4; M4 PAM: 16; PHOSPHO1 block: 13; CRFBP-R2 block: 8; GalR3 antag: 7; MEKK3 PB1 HTS: 98; IDE act: 7

How did COc1ccccc1CCC(=O)OCC(=O)Nc1cccc(S(=O)(=O)N2CCOCC2)c1 do in these assays?
CRFR2-BP ag: -0.9; IDE cell inh: -1; M4 PAM: 8; CRFBP-R2 block: -8; GalR3 antag: 0; IDE act: 7

How did CCC1(C)N(O)C(C)(C)C(c2ccc(F)cc2)=[N+]1[O-] (stereo unspecified) do in these assays?
p-CIP stab down: -11; CRFR2-BP ag: 1.2; IDE cell inh: 4; M4 PAM: -1; PHOSPHO1 block: 2; CRFBP-R2 block: -21; GalR3 antag: -1; MEKK3 PB1 HTS: 86; IDE act: 6

How did COc1ccc(NC(=O)CSc2nnc(-c3ccncc3)n2CC2CCCO2)c(OC)c1 (stereo unspecified) do in these assays?
p-CIP stab down: -2; CRFR2-BP ag: -1.4; IDE cell inh: 4; M4 PAM: 6; PHOSPHO1 block: -17; CRFBP-R2 block: -3; GalR3 antag: -2; MEKK3 PB1 HTS: 91; IDE act: 3

Results for CCOc1ccccc1NC(=O)CSc1n[nH]c(=O)n1-c1ccccc1 ?
CRFR2-BP ag: 1.3; IDE cell inh: 9; M4 PAM: 8; CRFBP-R2 block: 7; GalR3 antag: -8; MEKK3 PB1 HTS: 104; IDE act: -3

Results for CCCCn1c(=O)[nH]c(=O)c2c1nc(-c1ccc(C#N)cc1)n2C1CCCC1 ?
p-CIP stab down: -24; CRFR2-BP ag: 1.7; IDE cell inh: -1; M4 PAM: -4; PHOSPHO1 block: -4; CRFBP-R2 block: 37; GalR3 antag: 0; IDE act: -4

What do the screens show for `Fc1ccccc1CN1CCCC(NC2CCC2)C1` (stereo unspecified)?
p-CIP stab down: -12; CRFR2-BP ag: 4.8; IDE cell inh: 5; M4 PAM: 4; PHOSPHO1 block: 19; CRFBP-R2 block: 27; GalR3 antag: -5; MEKK3 PB1 HTS: 105; IDE act: 4

What do the screens show for `Cc1noc(/C=C/N(C)C)c1S(=O)(=O)N1CCCC(C(=O)N2CCCCC2)C1` (stereo unspecified)?
p-CIP stab down: -12; CRFR2-BP ag: -0.9; IDE cell inh: 1; M4 PAM: 0; PHOSPHO1 block: -10; CRFBP-R2 block: 8; MEKK3 PB1 HTS: 100; IDE act: 0

Results for COc1cccc(CNC(=O)[C@H](C)NC(=O)N2CC(=O)Nc3ccccc32)c1 ?
CRFR2-BP ag: -0.2; M4 PAM: 2; CRFBP-R2 block: 13; GalR3 antag: -7

How did CC(C)c1onc(C(=O)NC2CCCCC2)c1[N+](=O)[O-] do in these assays?
p-CIP stab down: 6; CRFR2-BP ag: -0.9; IDE cell inh: 2; M4 PAM: -4; PHOSPHO1 block: -23; CRFBP-R2 block: 12; GalR3 antag: -3; MEKK3 PB1 HTS: 103; IDE act: -1

How did CCCCCCc1cc2cc(C(N)=O)c(=N)oc2cc1O do in these assays?
p-CIP stab down: 1; IDE cell inh: 0; PHOSPHO1 block: 11; MEKK3 PB1 HTS: 101

Results for CCOC(=O)C1=C(C)NC2=C(C(=O)c3ccccc32)C1c1ccc([N+](=O)[O-])o1 (stereo unspecified) ?
p-CIP stab down: 0; CRFR2-BP ag: -2.0; IDE cell inh: 6; M4 PAM: -5; PHOSPHO1 block: -107; CRFBP-R2 block: -5; GalR3 antag: -1; MEKK3 PB1 HTS: 94; IDE act: 3

Results for COc1ccccc1N1CCN(S(=O)(=O)c2ccc(-c3ccc(=O)[nH]n3)o2)CC1 ?
p-CIP stab down: -10; CRFR2-BP ag: -1.0; IDE cell inh: 0; M4 PAM: -6; PHOSPHO1 block: 40; CRFBP-R2 block: 6; GalR3 antag: 3; MEKK3 PB1 HTS: 98; IDE act: 1

Results for NS(=O)(=O)c1ccc(NC(=S)NCCc2ccccc2)cc1 ?
p-CIP stab down: -18; CRFR2-BP ag: -1.0; IDE cell inh: 3; M4 PAM: -2; PHOSPHO1 block: -52; CRFBP-R2 block: -8; GalR3 antag: -6; MEKK3 PB1 HTS: 106; IDE act: 2

What do the screens show for `O=C(CC(NC(=O)c1ccccc1)c1ccccc1)NCc1ccccc1` (stereo unspecified)?
CRFR2-BP ag: -0.4; IDE cell inh: -3; M4 PAM: -4; CRFBP-R2 block: 19; GalR3 antag: -5; IDE act: 2

How did CCN(C(=O)C=Cc1ccco1)c1ccccc1 do in these assays?
CRFR2-BP ag: -4.2; M4 PAM: 1; CRFBP-R2 block: 10; GalR3 antag: 0; IDE act: 5

How did CC(=O)NCc1c(Cl)cccc1-n1cccc1 do in these assays?
p-CIP stab down: -19; CRFR2-BP ag: -0.5; IDE cell inh: -4; M4 PAM: 5; PHOSPHO1 block: 15; CRFBP-R2 block: -6; GalR3 antag: -4; MEKK3 PB1 HTS: 104; IDE act: 5

What do the screens show for `O=C(C1CCCN1S(=O)(=O)c1cccc2nsnc12)N1CCN(c2ccc(F)cc2)CC1` (stereo unspecified)?
p-CIP stab down: -6; CRFR2-BP ag: -5.0; IDE cell inh: 1; M4 PAM: 15; PHOSPHO1 block: 34; CRFBP-R2 block: 9; GalR3 antag: -7; MEKK3 PB1 HTS: 96; IDE act: 6

What do the screens show for `CCOCCCn1c(=O)c(NC(=O)c2ccc(OCC)cc2)c2n(c1=S)CCCCC2`?
p-CIP stab down: 4; CRFR2-BP ag: -3.1; IDE cell inh: 1; M4 PAM: -3; PHOSPHO1 block: -5; CRFBP-R2 block: 19; GalR3 antag: -3; MEKK3 PB1 HTS: 96; IDE act: 5

How did Cc1nn(S(=O)(=O)c2ccccc2)c(C)c1S(=O)(=O)N1CCOCC1 do in these assays?
p-CIP stab down: -11; CRFR2-BP ag: -1.2; IDE cell inh: 3; M4 PAM: 3; PHOSPHO1 block: 12; CRFBP-R2 block: -2; GalR3 antag: 2; MEKK3 PB1 HTS: 98; IDE act: 5

Results for CC(C)OC(=O)CCC1(C(=O)O)CCC(=O)NC1 (stereo unspecified) ?
p-CIP stab down: -6; CRFR2-BP ag: -0.4; IDE cell inh: 1; M4 PAM: 2; PHOSPHO1 block: -1; CRFBP-R2 block: 7; GalR3 antag: -3; MEKK3 PB1 HTS: 109; IDE act: -1

Results for O=C(O)c1ccc(NC2=C(N3CCOCC3)C(=O)c3ccccc3C2=O)cc1 ?
p-CIP stab down: 2; CRFR2-BP ag: -0.3; IDE cell inh: -5; M4 PAM: -3; PHOSPHO1 block: -7; CRFBP-R2 block: -2; GalR3 antag: -3; MEKK3 PB1 HTS: 99; IDE act: -1

What do the screens show for `O=C(O)C1C2CCC(O2)C1C(=O)NCc1ccncc1` (stereo unspecified)?
p-CIP stab down: -8; CRFR2-BP ag: -0.1; IDE cell inh: -4; M4 PAM: -3; PHOSPHO1 block: 15; CRFBP-R2 block: -3; GalR3 antag: 1; MEKK3 PB1 HTS: 107; IDE act: 4

How did Cc1ccc(CN2CCN(/N=C/c3cc([N+](=O)[O-])ccc3Cl)CC2)cc1 do in these assays?
p-CIP stab down: -16; CRFR2-BP ag: 2.8; IDE cell inh: 4; M4 PAM: 3; PHOSPHO1 block: 6; CRFBP-R2 block: 7; GalR3 antag: 3; MEKK3 PB1 HTS: 102; IDE act: 3

What do the screens show for `O=C(COc1ccccc1)NCc1ccc2c(c1)OCO2`?
p-CIP stab down: 7; CRFR2-BP ag: -0.5; IDE cell inh: 2; M4 PAM: -4; PHOSPHO1 block: -13; CRFBP-R2 block: 10; GalR3 antag: -5; IDE act: -2

How did CN1C(=O)N(c2ccc(Cl)cc2)C(C)(O)CC1(C)C (stereo unspecified) do in these assays?
p-CIP stab down: 0; CRFR2-BP ag: -1.6; M4 PAM: -8; PHOSPHO1 block: 25; CRFBP-R2 block: -3; GalR3 antag: -3; MEKK3 PB1 HTS: 102; IDE act: -2

How did COc1ccc(-n2cc(-c3ccc(C)cc3)[n+]3c2SCC3)cc1 do in these assays?
p-CIP stab down: -4; CRFR2-BP ag: -1.6; IDE cell inh: 1; M4 PAM: -10; PHOSPHO1 block: 2; CRFBP-R2 block: -1; GalR3 antag: 1; MEKK3 PB1 HTS: 98; IDE act: 5

Results for CCC(C)N(CC(=O)Nc1cccc(C)c1C)C(=O)CCl (stereo unspecified) ?
p-CIP stab down: -33; CRFR2-BP ag: -2.5; IDE cell inh: 10; M4 PAM: 9; PHOSPHO1 block: 17; CRFBP-R2 block: 27; MEKK3 PB1 HTS: 106; IDE act: 1

How did CC1CCCCN1S(=O)(=O)c1ccc(S(=O)(=O)N2CCN(C)CC2)cc1 (stereo unspecified) do in these assays?
p-CIP stab down: -7; CRFR2-BP ag: -0.8; IDE cell inh: 1; M4 PAM: -4; PHOSPHO1 block: 35; CRFBP-R2 block: -7; GalR3 antag: -8; MEKK3 PB1 HTS: 99; IDE act: -2

How did COc1ccccc1CNC(=O)C1CCC(CNS(=O)(=O)c2ccccc2)CC1 (stereo unspecified) do in these assays?
p-CIP stab down: 2; CRFR2-BP ag: 0.0; IDE cell inh: 6; M4 PAM: 2; PHOSPHO1 block: 15; CRFBP-R2 block: -15; GalR3 antag: -9; MEKK3 PB1 HTS: 104; IDE act: 8

What do the screens show for `COc1ccc(N(C(=O)c2cccnc2)S(=O)(=O)c2cc(OC)ccc2OC)cc1`?
p-CIP stab down: -8; CRFR2-BP ag: 0.4; IDE cell inh: 7; M4 PAM: 0; PHOSPHO1 block: 22; CRFBP-R2 block: -2; GalR3 antag: 1; MEKK3 PB1 HTS: 106; IDE act: -8

What do the screens show for `CC1=NN(c2ccccc2)C(=O)/C1=C\N(O)c1ccccc1`?
p-CIP stab down: 3; CRFR2-BP ag: -0.8; IDE cell inh: 1; M4 PAM: 5; PHOSPHO1 block: -23; CRFBP-R2 block: -3; GalR3 antag: -4; MEKK3 PB1 HTS: 102; IDE act: 0

How did CCCCc1ccc(NC(=S)NCCCN2CCOCC2)cc1 do in these assays?
p-CIP stab down: -5; CRFR2-BP ag: 0.8; IDE cell inh: 6; M4 PAM: 0; PHOSPHO1 block: 16; CRFBP-R2 block: -13; GalR3 antag: -6; MEKK3 PB1 HTS: 93; IDE act: 0

What do the screens show for `CCn1ccnc1CN(C)Cc1cn(C)nc1-c1ccccc1F`?
p-CIP stab down: -11; CRFR2-BP ag: -1.1; IDE cell inh: 3; M4 PAM: -3; PHOSPHO1 block: 19; CRFBP-R2 block: 1; GalR3 antag: -6; MEKK3 PB1 HTS: 101; IDE act: 2

How did Cc1cc(NCc2ccccc2)c2ccccc2n1 do in these assays?
p-CIP stab down: -6; CRFR2-BP ag: -0.4; IDE cell inh: 1; M4 PAM: -5; PHOSPHO1 block: 19; CRFBP-R2 block: -5; GalR3 antag: 7; MEKK3 PB1 HTS: 111; IDE act: -1
